C2C12 statin – suppression of simvastatin myotoxicity; C2C12 myotubes + simvastatin, ATP luminescence, 48 h; scaled: DMSO 0, geranylgeraniol control 100; rescue of ATP level, % at 7.49 µM; actives 0.78% (n = 330,000);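 active means mean ATP rescue above about 67%, or every replicate alone reaching that limit, limit read from the data, passing the limit was not always enough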;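 further: myotubes were challenged with 10 µM simvastatin during compound exposure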
FN deposit inh – fibronectin deposition inhibition; AH1F fibroblasts, Alexa488-fibronectin deposition fluorescence, overnight; inhibition, % at 12.6 µM; actives 0.086% (n = 350,000);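 active means mean inhibition across replicates of 30% or more, regardless of how many single replicates reach that level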;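 further: positive control wells lacked labelled fibronectin entirely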
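Material: AH1F fibroblast monolayer depositing Alexa488-labelled fibronectin into matrix | Input: 10000 AH1F cells/well | Medium: DMEM plus 2% serum, read in PBS | Reagent: Alexa488-fibronectin, 24 nM final in well | Compound dosing: One dose per compound, pinned | Schedule: 1 h adhesion, overnight exposure | Measured by: Fluorescence at 485 nm excitation, 525 nm emission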
Casp6 inh – inhibitors of human caspase-6; P55212; purified caspase-6, Z-VEID-R110 cleavage fluorescence; inhibition, % at 12.5 µM; actives 0.53% (n = 350,000); AID 686996;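 active means mean inhibition across replicates at least about 35%, with every replicate also reaching that limit, limit read from the data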;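 further: 0% = median of neutral control wells and 100% = no fluorescence left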
Target sequence (P55212 24-179 limits assumed): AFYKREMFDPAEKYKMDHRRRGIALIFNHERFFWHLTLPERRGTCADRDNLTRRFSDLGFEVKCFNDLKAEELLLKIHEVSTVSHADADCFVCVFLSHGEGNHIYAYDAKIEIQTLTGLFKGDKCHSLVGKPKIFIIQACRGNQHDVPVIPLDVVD
Target sequence (P55212 194-293 limits assumed): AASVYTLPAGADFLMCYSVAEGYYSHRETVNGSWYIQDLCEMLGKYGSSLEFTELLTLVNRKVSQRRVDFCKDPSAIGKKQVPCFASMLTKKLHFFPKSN
S100A4 MyoIIA – S100A4-myosin IIA interaction inhibition; P26447; S100A4/TAMRA-MyoIIA peptide fluorescence polarization; inhibition, % at 10.7 µM; actives 0.14% (n = 360,000); AID 652163;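 active means mean inhibition of at least 70% across replicates, with every replicate also reaching that level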
Target sequence (P26447 whole entry, looked up): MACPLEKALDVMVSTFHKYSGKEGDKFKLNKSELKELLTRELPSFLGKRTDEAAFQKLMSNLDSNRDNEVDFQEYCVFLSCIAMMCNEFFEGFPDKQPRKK
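Material: S100A4 monomer protein / Buffer or medium: 50 mM HEPES pH 7.2, 10 mM CaCl2, 100 mM KCl / Times: 5 min incubation before reading / Benchmarks: neutral control DMSO, positive control TFP / Reagent: labelled myosin peptide probe, 5 nM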
esBAF inh – blocks esBAF chromatin remodeling in mouse ES cells; Bmi1-luciferase knock-in reporter, 24 h; 100% = twice the neutral-well signal; reporter increase, % at 12.5 µM; actives 2% (n = 350,000); AID 602393; in the data active means activation above about 40%;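 further: 0% = median of the plate's neutral control wells and 100% = double that signal; a rise in the Bmi1 reporter signal indicates esBAF inhibition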
LGR2 inh – Drosophila LGR2 receptor signaling inhibition | HEK293 LGR2, CRE-luciferase, bursicon-stimulated, 4 h | inhibition, % at 9.99 µM | actives 0.35% (n = 380,000);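 active means drop in luminescence signal, shown as inhibition above about 50% in the replicate tests, limit read from the data, passing the limit was not always enough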;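 further: agonist challenge used bursicon conditioned medium at about half maximal strength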
SIRT5 inh – inhibitors of human sirtuin-5 desuccinylase; inhibition, % at 15 µM; actives 1.1% (n = 330,000); Q9NXA8; Purified SirT5, succinyl-peptide AMC, trypsin-coupled fluorescence; in the data active means inhibition above about 15%
Target sequence (Q9NXA8 whole entry, looked up): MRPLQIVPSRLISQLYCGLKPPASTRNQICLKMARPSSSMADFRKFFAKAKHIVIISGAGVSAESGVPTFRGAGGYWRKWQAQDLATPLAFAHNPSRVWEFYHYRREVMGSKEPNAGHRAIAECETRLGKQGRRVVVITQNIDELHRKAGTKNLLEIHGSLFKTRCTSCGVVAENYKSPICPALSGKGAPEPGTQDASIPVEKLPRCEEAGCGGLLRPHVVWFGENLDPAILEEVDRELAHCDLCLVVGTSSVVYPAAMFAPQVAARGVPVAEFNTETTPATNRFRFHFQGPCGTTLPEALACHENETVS
The depositor's hits bear a star; x = no result given; & = joins results of further samples. These rows are one share of the data (hit frequency here may not be typical).

no. | Structure | C2C12 statin | FN deposit inh | Casp6 inh | S100A4 MyoIIA | esBAF inh | LGR2 inh | SIRT5 inh
1 | C[C@H](CO)N1C[C@H](C)[C@H](CN(C)Cc2ccncc2)Oc2c(NS(=O)(=O)c3ccc(Cl)cc3)cccc2C1=O | -7 | x | -2 | -12 | -1 | -4 | -1
2 | COc1ccccc1CNC(=O)c1cc(-c2ccc(F)cc2OC)n[nH]1 | -6 | 3 | 4 | 1 | -11 | 24 | x
3 | COC(=O)c1cc(C(=O)c2cccc(Cl)c2Cl)cn1C | 2 | -2 | x | x | -6 | x | x
4 | CC(C)NC(=O)Nc1ccc2c(c1)C(=O)N([C@@H](C)CO)C[C@@H](C)[C@@H](CN(C)S(=O)(=O)c1cccs1)O2 | x | 5 | x | x | -7 | 13 | x
5 | COc1ccc(C2=NOC(C(=O)N3CCOCC3)C2)cc1OC (configuration not stated) | -1 | x | 2 | -7 | 10 | -31 | 0
6 | C[C@@H]1CN([C@H](C)CO)C(=O)c2cc(-c3cccc(C(=O)N(C)C)c3)cnc2O[C@@H]1CN(C)S(=O)(=O)c1ccc(F)cc1 | -14 | x | -2 | 16 | 14 | -8 | -5
7 | O=C(c1ccco1)N1CCN(S(=O)(=O)c2ccc3[nH]c(=O)oc3c2)CC1 | 1 | x | -1 | 2 | -2 | 3 | 0
8 | CCOC(=O)CN(c1ccccn1)S(=O)(=O)c1ccccc1 | 1 | 3 | x | x | -3 | x | x
9 | Cc1cnc(NC(=O)NCC2CCCC(CNC(=O)Nc3ncc(C)s3)C2)s1 (configuration not stated) | -7 | -11 | 2 | -1 | 8 | -20 | 1
10 | Cn1c(NCCO)nc2c(c1=O)C1(CCCCC1)Cc1ccccc1-2 | 7 | -6 | 2 | 0 | -24 | -11 | -14
11 | Cc1cc(C)cc(N2C(=O)CN(Cc3ccccc3)C2=S)c1 | -4 | 4 | -2 | 2 | 5 | 6 | -2
12 | Cc1ccc(S(=O)(=O)N(C)C[C@@H]2OCCCC[C@@H](C)Oc3ccc(NS(C)(=O)=O)cc3C(=O)N([C@H](C)CO)C[C@@H]2C)cc1 | x | 10 | -2 | 4 | 3 | -17 | 6
13 | CC(C)C(=O)Nc1ccc2c(c1)C(=O)N(C)[C@H]1CC[C@H](CC(=O)N[C@@H](C)c3ccccc3)O[C@H]1CO2 | 10 | -10 | x | x | 0 | 1 | x
14 | O=C(c1ccncc1)N1CCCCN2[C@H](CO)[C@@H](c3ccc(C#Cc4ccccn4)cc3)[C@H]2C1 | x | x | -1 | 8 | x | 10 | 2
15 | O=C(NNC(=O)c1ccc(-c2ccccc2)cc1)Nc1ccccc1F | x | -14 | -3 | 2 | x | -10 | -3
16 | O=C(Cc1ccccc1)NCc1ccc(-n2cccc2)cc1 | x | -4 | -2 | -3 | x | 2 | -10
17 | Cc1ccc2nc(-c3ccccc3C)oc(=O)c2c1 | 4 | -15 | -14 | -2 | -2 | 1 | -6
18 | C[C@@H]1CN([C@H](C)CO)C(=O)Cc2cc(NC(=O)Nc3cccc4ccccc34)ccc2O[C@H]1CN(C)S(=O)(=O)c1cn(C)cn1 | 4 | -10 | 1 | -4 | 1 | 0 | 5
19 | CC(=O)C1=CCC(c2ccc(Cl)cc2)N(S(=O)(=O)c2ccc(C)cc2)C1 (configuration not stated) | 5&9 | -7&1 | 0&0 | -3&-3 | 0&1 | -15&-9 | -2&-2
20 | CCCNC(=O)N1C[C@@H](C)[C@@H](OC)CN(C)C(=O)c2cc(NS(=O)(=O)CC(F)(F)F)ccc2OC[C@@H]1C | -1 | x | 1 | -3 | 0 | -5 | 7
21 | COCC(=O)N1C[C@H](C)[C@H](OC)CN(C)C(=O)c2ccc(NC(=O)NC(C)C)cc2OC[C@H]1C | -1 | -11 | -1 | 3 | 2 | 12 | -1
22 | C[C@H](CO)N1C[C@H](C)[C@H](CN(C)CC2CC2)Oc2cc(C#Cc3ccncc3)ccc2S1(=O)=O | 15 | x | 0 | -23 | 2 | -7 | 0
23 | Cc1ccc(CN2C(=O)C(Cc3ccccc3)Nc3ncnc(N4CCCCC4)c32)cc1 (configuration not stated) | 4&5 | 3&2 | 3&3 | -4&-3 | -6&-2 | -2&-7 | 2
24 | CN(C)CC(=O)Nc1ccc2c(c1)[C@@H]1C[C@H](CC(=O)N3CCc4ccccc4C3)O[C@@H](CO)[C@@H]1O2 | -1 | 4 | 0 | 7 | 9 | 5 | -1
25 | COc1ccccc1C1=NOC(Cn2c(NCCCO)nc3c2c(=O)n(C)c(=O)n3C)C1 (configuration not stated) | x | -4 | -8 | 4 | x | 9 | 0
26 | O=C(c1ccc(F)cc1F)N1CCCC(c2nc(-c3cccs3)no2)C1 (configuration not stated) | -2 | 3 | -1 | -4 | 7 | 17 | -5
27 | CCN(C(=O)c1cnc(OC)cc1C(F)(F)F)c1ccc(Cl)cc1Cl | -8 | -6 | -3 | 1 | -11 | 4 | -2
28 | O=C(C[C@H]1C=C[C@H](NC(=O)c2cccnc2)[C@@H](CO)O1)NCCN1CCCCC1 | 2 | -10 | x | x | -3 | 6 | x
29 | COc1ccc(N2C(=O)CC(N3CCN(S(=O)(=O)c4c(C)cc(C)cc4C)CC3)C2=O)cc1 (configuration not stated) | 1 | 0 | 1 | -2 | 4 | -23 | -3
30 | O=[N+]([O-])c1cc(-c2cnc3ccccc3n2)ccc1Oc1ccc(Br)cc1 | 0 | 0 | x | x | 44* | x | x
31 | CCCN1C[C@@H](C)[C@@H](OC)CN(C)C(=O)c2ccc(NC(=O)c3cnccn3)cc2OC[C@H]1C | 0 | 0 | 0 | 5 | 0 | 11 | -5
32 | CC1=C(C(=O)Nc2ccccc2)C(c2ccco2)NC(=O)N1 (configuration not stated) | -26 | -2 | x | x | 3 | x | x
33 | Cc1ccc(S(=O)(=O)N2CCCC(C(=O)N3CCN(C)CC3)C2)cc1 (configuration not stated) | x | -6 | -1 | -3 | x | 0 | 2
34 | C[C@H](CO)N1C[C@H](C)[C@H](CN(C)C(=O)c2ccncc2)Oc2cc(C3=CCCC3)ccc2S1(=O)=O | 44 | x | -2 | -15 | -2 | 8 | -14
35 | COc1ccc(-c2nc3cnccn3c2Nc2ccc(C)cc2)cc1 | 6 | 0 | -1 | 1 | 11 | -54 | -10
36 | O=C(Nc1nnc(-c2cccs2)o1)C1CC1 | 0 | -1 | -2 | 0 | 1 | -2 | -2
37 | O=C(O)c1cc(-n2[nH]c(=O)c3ccccc3c2=O)ccc1Cl | 3 | 1 | 8 | -10 | 12 | -8 | 3
38 | CC1CCN(Cc2c(C(=O)N/N=C/c3cc(Cl)ccc3O)nnn2-c2nonc2N)CC1 | -15 | -5 | -3 | -1 | -60 | 9 | -4
39 | COCCNc1nc2c(S(=O)(=O)c3cc(C)ccc3C)nnn2c2ccccc12 | 15 | 7 | 2 | 2 | 5 | 1 | -1
40 | COc1cccc2cc(C(=O)N3CCCCCCC3)c(=O)oc12 | 3 | -4 | 0 | -7 | 36 | -13 | -5
41 | Cn1c(=O)[nH]c(=O)c2c1nc(CN1CCN(c3cccc(Cl)c3)CC1)n2CCN1CCOCC1 | 43 | 11 | x | x | -5 | 19 | x
42 | O=C(NCCc1ccc(Cl)cc1)c1cnc2n(c1=O)CCS2 | -7 | -2 | -5 | -4 | 21 | -34 | -1
43 | O=C(NCC1CCCO1)Nc1ccccc1 (configuration not stated) | x | -7 | 1 | 1 | 1 | -4 | -1
44 | CN(C)C(=O)c1cccc(-c2ccc3c(c2)[C@@H]2[C@@H](CCN2C(=O)c2cnccn2)[C@H](CO)N3)c1 | -9 | -5 | 3 | -3 | -4 | -4 | 3
45 | O=C(Nc1nnc(SCc2ccc(F)cc2)s1)c1cnccn1 | x | -1 | -1 | 4 | x | 8 | -1
46 | Cc1ccc(C)c(NC(=O)COC(=O)CCC(=O)c2cccs2)c1 | -5 | x | 0 | 4 | -3 | -10 | 0
47 | CNC[C@H]1OCCCC[C@H](C)Oc2ccc(N)cc2C(=O)N([C@H](C)CO)C[C@@H]1C | 14 | x | x | x | 1 | -14 | x
48 | COc1ccc2[nH]c3c(c2c1)CCN1C(=O)C(CC(=O)NC(C)(C)C)C[C@H](C(=O)N2CCCCC2)[C@@]31CCc1ccccc1 (some centres not stated) | 7 | 2 | 8 | 5 | -13 | 2 | -3
49 | CCOc1ccc(S(=O)(=O)NCCC(=O)OCC(=O)Nc2cc(C)on2)cc1 | -2 | -13 | -4 | -4 | -4 | 1 | -3
50 | c1ccc(NCc2cccc3ccccc23)nc1 | 17 | -8 | -1 | -3 | 3 | -5 | -7
51 | C[C@@H]1CN([C@H](C)CO)C(=O)c2cc(C#CC3(O)CCCC3)cnc2O[C@@H]1CN(C)C(=O)Cc1ccncc1 | 6 | x | 0 | -31 | -2 | -8 | -7
52 | NS(=O)(=O)c1ccc(NC(=O)COC(=O)C2CCCCC2)cc1 | x | 3 | 3 | -4 | x | x | 2
53 | COc1ccc(CCNC(=O)CSc2nnc3ccccn23)cc1 | x | 3 | -2 | 5 | x | -17 | x
54 | O=C(Nc1ccc2c(c1)OCCO2)c1ccc2nccnc2c1 | -21 | x | x | 0 | -24 | 32 | 10
55 | C[C@@H]1CN([C@H](C)CO)C(=O)c2cc(-c3cccnc3)cnc2O[C@@H]1CN(C)C | -1 | 9 | 1 | -3 | -4 | 5 | 4
56 | COc1ccc2c(c1)CN(C)S(=O)(=O)c1ccccc1-2 | -3 | -6 | 1 | 4 | 1 | 6 | x
57 | COCC#Cc1ccc([C@@H]2[C@@H](C#N)N(C(=O)NC3CCCCC3)[C@@H]2CO)cc1 | x | -7 | 11 | -15 | x | -3 | 3
58 | CCOc1cc(OCC)cc(C(=O)N2CCC[C@H]2C(=O)N2CCC[C@H]2C(=O)N(C)Cc2ccccc2)c1 | x | 1 | -2 | -9 | x | 4 | 0
59 | C[C@@H]1CN([C@@H](C)CO)C(=O)Cc2cc(NC(=O)Nc3ccc4c(c3)OCO4)ccc2O[C@@H]1CN(C)Cc1ccccc1 | -17 | x | -1 | 5 | 35 | 3 | 4
60 | Cc1cccc(NC(=O)C2=C(O)c3ccccc3N(C)S2(=O)=O)c1 | 2 | 5 | x | x | 5 | x | x

The last four entries of the section before open the next one:
no. | Structure | C2C12 statin | FN deposit inh | Casp6 inh | S100A4 MyoIIA | esBAF inh | LGR2 inh | SIRT5 inh
57 | COCC#Cc1ccc([C@@H]2[C@@H](C#N)N(C(=O)NC3CCCCC3)[C@@H]2CO)cc1 | x | -7 | 11 | -15 | x | -3 | 3
58 | CCOc1cc(OCC)cc(C(=O)N2CCC[C@H]2C(=O)N2CCC[C@H]2C(=O)N(C)Cc2ccccc2)c1 | x | 1 | -2 | -9 | x | 4 | 0
59 | C[C@@H]1CN([C@@H](C)CO)C(=O)Cc2cc(NC(=O)Nc3ccc4c(c3)OCO4)ccc2O[C@@H]1CN(C)Cc1ccccc1 | -17 | x | -1 | 5 | 35 | 3 | 4
60 | Cc1cccc(NC(=O)C2=C(O)c3ccccc3N(C)S2(=O)=O)c1 | 2 | 5 | x | x | 5 | x | x
61 | CC[C@@H]1C(c2ccc(F)cc2)=NN(c2ccccc2)[C@H]1C(=O)N1CCOC1=O | 3 | -8 | 0 | -3 | 1 | -13 | -3
62 | Cc1cc(Cn2nc(-c3ccccc3)cc2C(=O)NCc2cccc(Br)c2)on1 | 8 | 3 | 3 | -4 | 7 | 10 | x
63 | CCCC#Cc1ccc2c(c1)O[C@H](CN(C)Cc1ccccn1)[C@@H](C)CN([C@@H](C)CO)S2(=O)=O | -28 | -2 | 0 | 3 | 4 | 8 | 0
64 | Cc1ccc(C(=O)Nc2cccc3ncccc23)cc1[N+](=O)[O-] | x | 4 | 0 | -1 | x | -11 | -7
65 | Cc1oc(S(=O)(=O)N2CCOCC2)cc1C(=O)Nc1ccc(Cl)cc1 | -13 | 1 | 3 | -1 | -3 | -1 | -2
66 | Cc1ccn2cc(CCNS(=O)(=O)c3ccc(F)c(C(F)(F)F)c3)nc2c1 | 21 | 0 | -1 | 1 | 3 | 8 | 2
67 | COC(=O)C(NC(=O)c1ccc(Cl)cc1)(Nc1nc(C)cs1)C(F)(F)F (configuration not stated) | 0 | -4 | x | x | -7 | x | x
